CHT block – inhibits the human high affinity choline transporter; Q9GZV3; 310,000 compounds, 0.86% hits; CHT-expressing cells, membrane potential dye, choline response; active compounds read low; B-score at 10 µM;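 active = B-score over 3 SD under the library average, and starting fluorescence ratio not unusually high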;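 note: choline stimulus applied at its EC90 after an EC20 pre-addition; B-score computed on integrated fluorescence ratio after choline addition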
Target sequence (Q9GZV3 whole entry, looked up): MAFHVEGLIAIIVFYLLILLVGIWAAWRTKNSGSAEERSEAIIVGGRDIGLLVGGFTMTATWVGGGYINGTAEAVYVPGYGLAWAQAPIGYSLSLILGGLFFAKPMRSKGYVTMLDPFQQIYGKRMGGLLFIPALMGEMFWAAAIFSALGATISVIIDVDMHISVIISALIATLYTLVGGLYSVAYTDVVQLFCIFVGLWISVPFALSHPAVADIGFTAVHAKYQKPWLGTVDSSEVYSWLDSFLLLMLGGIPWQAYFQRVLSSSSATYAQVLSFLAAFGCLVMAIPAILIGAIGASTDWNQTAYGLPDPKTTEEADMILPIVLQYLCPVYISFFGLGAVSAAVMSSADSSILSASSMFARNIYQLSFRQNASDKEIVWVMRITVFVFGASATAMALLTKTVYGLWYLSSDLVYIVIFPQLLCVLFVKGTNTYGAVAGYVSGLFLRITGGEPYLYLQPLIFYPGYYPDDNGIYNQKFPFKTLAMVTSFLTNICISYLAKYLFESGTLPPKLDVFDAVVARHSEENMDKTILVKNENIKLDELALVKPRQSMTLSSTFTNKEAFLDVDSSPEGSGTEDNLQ
Kir21 block – blocks the mouse Kir2.1 inward-rectifier potassium channel. P35561. HEK293-Kir2.1, FluxOR thallium flux fluorescence; active compounds read low. B-score at 10 µM. 310,000 compounds, 0.85% hits;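 active = fluorescence ratio B-score at or below minus 3 SD of library scores, with starting-brightness B-score within 2 SD, cut at about -4.2 in these data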;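 note: channel flux triggered by added potassium and thallium sulfate stimulus; B-score of peak minus minimum fluorescence over baseline after thallium stimulus; more negative B-score means stronger Kir2.1 block with less thallium influx; some compounds called inactive have numbers as strong as hits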
Target sequence (P35561 whole entry, looked up): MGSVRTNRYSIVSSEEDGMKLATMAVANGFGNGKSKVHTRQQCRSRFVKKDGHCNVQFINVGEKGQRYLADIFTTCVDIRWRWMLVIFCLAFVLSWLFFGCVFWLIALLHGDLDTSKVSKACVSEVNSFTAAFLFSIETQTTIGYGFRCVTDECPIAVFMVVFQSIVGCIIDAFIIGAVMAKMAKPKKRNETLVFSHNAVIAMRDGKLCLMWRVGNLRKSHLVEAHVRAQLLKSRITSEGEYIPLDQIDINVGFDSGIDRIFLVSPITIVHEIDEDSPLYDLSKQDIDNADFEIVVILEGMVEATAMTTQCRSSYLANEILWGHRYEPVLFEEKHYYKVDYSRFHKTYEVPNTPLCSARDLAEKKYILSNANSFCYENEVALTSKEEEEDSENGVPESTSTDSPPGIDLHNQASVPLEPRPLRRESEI
Starred values were filed as active, the others as inactive; i = inactive; . = not tested or not shown.

Value order – CHT block	Kir21 block
1. CCOC(=O)C1CCCN(C2CC(=O)N(c3ccccc3)C2=O)C1 (stereo not given)
 : i	0.78
2. COc1ccc(CCN2C(=O)NC(NS(=O)(=O)c3ccc(Cl)cc3)(C(F)(F)F)C2=O)cc1OC (stereo not given)
 : i	0.86
3. CN(c1ccccc1)S(=O)(=O)c1ccc(C(=O)OCC(=O)NCc2cccs2)cc1
 : i	-2.3
4. O=C(OCc1cnc(Cl)s1)c1c(F)cccc1F
 : i	0.94
5. Cc1ccc(-c2cc3ncc(C#N)c(N)n3n2)cc1
 : i	0.85
6. Cc1ccccc1-n1c(C)cc(/C=N/NC(=O)c2ccc(CN3CCOCC3)cc2)c1C
 : -9.3*	1
7. Cc1ccc2nc(N3CCN(S(=O)(=O)c4ccc5c(c4)OCCO5)CC3)c(C#N)cc2c1
 : i	0.36
8. COc1ccc(C2NC(=O)Cc3cc(OC)c(OC)cc32)cc1OC (stereo not given)
 : i	0.94
9. C/C(=N\Nc1ccc(C)c(Cl)c1)c1ccncc1
 : i	-1.2
10. COc1ccc(C=O)cc1OC1C=CCCC1 (stereo not given)
 : i	-0.01
11. Cn1c(=O)c2c(n3cnnc13)-c1ccccc1CC21CCCC1
 : i	0.45
12. CC(=O)Nc1ccc2c(c1)ncn2C
 : i	-0.18
13. O=C1NC(=Nc2ccccc2)S/C1=C\c1ccccc1
 : i	0.18
14. O=C(C/C=N/OCc1ccc(Cl)cc1Cl)c1ccccc1
 : i	0.41
15. O=C(Nc1cccc(OCC(=O)N2CCOCC2)c1)c1cccc(Cl)c1
 : i	-2.7
16. COC(=O)CCC(=O)OC1(C)C(=O)C2=CN(CCCCO)C(c3ccc(OC)cc3)=CC2=C(Br)C1=O (stereo not given)
 : i	0.86
17. O=C(NC(=S)N1CCCC(C(F)(F)F)C1)c1ccc(F)cc1 (stereo not given)
 : i	0.59
18. CCOc1ccc(C(=O)CCC(=O)O)cc1
 : i	0.73
19. CCOC(=O)c1csc(-c2ccc([N+](=O)[O-])cc2)n1
 : i	1.6
20. Cc1ccc(CC(=O)NC2CCCc3ccccc32)cc1C (stereo not given)
 : i	0.81

Two entries from above, with one line to a screen.
10. COc1ccc(C=O)cc1OC1C=CCCC1 (stereo not given)
11. Cn1c(=O)c2c(n3cnnc13)-c1ccccc1CC21CCCC1
entry no.	10	11
CHT block	i	i
Kir21 block	-0.01	0.45

Three compounds from above, ordered by the value under Kir21 block, smallest number first.
cpd | compound | CHT block | Kir21 block
18 | CCOc1ccc(C(=O)CCC(=O)O)cc1 | i | 0.73
1 | CCOC(=O)C1CCCN(C2CC(=O)N(c3ccccc3)C2=O)C1 (stereo not given) | i | 0.78
6 | Cc1ccccc1-n1c(C)cc(/C=N/NC(=O)c2ccc(CN3CCOCC3)cc2)c1C | -9.3* | 1

Further entries
Value order – CHT block	Kir21 block
21. COc1ccc(NC(=O)C23CC4CC(C2)CC(c2ccc(C)cc2)(C4)C3)cc1
 : i	0.02
22. C=CCNC(=O)C1CCN(S(=O)(=O)c2cccs2)CC1
 : i	0.85
23. O=C(COc1ncnc2sccc12)N1CCc2ccccc2C1
 : i	0.01
24. CC(C)(C)c1ccc(-c2cc(N)n[nH]2)cc1
 : i	2.5
25. COc1ccc(N2C(=NC(=O)C3CCCCC3)SC3CS(=O)(=O)CC32)cc1 (stereo not given)
 : i	0.09
26. Cc1cc(C)c(C(=O)OCC(=O)Nc2cccc(S(=O)(=O)N3CCCCC3)c2)c(C)c1
 : i	-0.14
27. O=C1NCCN(Cc2c(F)cccc2Cl)C1CC(=O)N1CCCO1 (stereo not given)
 : i	-1.3
28. COc1ccc(OCCCC(=O)OC(C)C(=O)Nc2ccc(S(N)(=O)=O)cc2)cc1 (stereo not given)
 : i	0.05
29. Cc1cc(S(=O)(=O)NCC(C)C)ccc1OCC(=O)N1CCOCC1
 : i	-1.3
30. CCSc1nnc(NC(=O)[C@@H](NC(=O)c2ccccc2F)C(C)C)s1
 : i	-0.14
31. O=C(Oc1ccc2c(c1)O/C(=C\c1ccncc1)C2=O)c1cccs1
 : i	-0.64
32. CCOC(=O)c1ccc(NC(=S)N2CCCC2c2ccc(OC)c(OC)c2)cc1 (stereo not given)
 : i	1.4
33. Cc1cccc(-n2cnc(C(=O)NNC(=S)Nc3ccc(Cl)cc3)c2)n1
 : i	-0.1
34. COCCCNCC(O)COc1ccccc1F (stereo not given)
 : i	-0.38
35. C/C(=C\c1ccco1)C1C(C#N)=C(N)OC2=C1C(=O)CC(C)(C)C2 (stereo not given)
 : i	0.44
36. O=C(CSc1nc2ccc(Nc3nc(N4CCOCC4)nc(N4CCOCC4)n3)cc2s1)Nc1ccccc1F
 : i	1
37. COc1ccc(S(=O)(=O)N2CCOCC2)cc1NC(=O)CSc1nnc(N)s1
 : i	-0.07
38. CCOc1ccc(-c2nc(=S)[nH][nH]2)cc1
 : i	.
39. Cc1cc(Nc2c(C)n(C)n(-c3ccccc3)c2=O)c2ccccc2n1
 : i	0.73
40. COCc1nnc(N)s1
 : i	1.9

Remaining list, next part.
Value order – CHT block	Kir21 block
41. O=C(Cn1c2ccccc2c(=O)c2ccccc21)Nc1ccccc1F
 : i	1.1
42. N#Cc1ccccc1NC(=O)CC1CCCCC1
 : i	-0.03
43. O=C(Nc1ccc(Cl)cc1C(=O)N1CCOCC1)c1cccc([N+](=O)[O-])c1
 : i	2.3
44. CCCc1nc2sc3c(=O)n(N)cnc3c2c2c1CCCC2
 : i	0.24
45. COc1ccc(C2=NOC(Cn3nc(C(=O)NCc4ccccc4OC)cc3-c3ccccc3)C2)cc1 (stereo not given)
 : i	-0.47
46. CN1CCN(NC(=O)c2cccc3ccccc23)CC1
 : i	0.9
47. CC1CCCC(C)N1C(=O)CSc1nccc(=O)[nH]1 (stereo not given)
 : i	-1.9
48. c1ccc(-c2cc3nccc(-c4ccccn4)n3n2)cc1
 : i	0.88
49. Cc1[nH]c2ccccc2c1C(=O)/C=C/c1ccccc1
 : i	-0.68
50. COc1ccc(OCC(=O)Nc2ccc3c(c2)n(C)c(=O)n3C)cc1
 : i	0.9
51. Cc1cc(OCCOCCN(C)CCO)cc(C)c1Cl
 : i	-0.01
52. COc1ccc(-n2nc(C(=O)NCC(=O)N3CCN(Cc4ccccc4)CC3)c3ccccc3c2=O)cc1
 : i	0.58
53. O=c1[nH]c(CSc2ccccn2)nc2c1cnn2-c1ccccc1
 : i	0.67
54. CC(C)(C)C1CCc2c(sc3nc(SCC(N)=O)nc(N)c23)C1 (stereo not given)
 : i	-0.39
55. CCN(CC)C(=O)Cn1c(=O)n(C)c2ccccc21
 : i	-0.65
56. COc1ccc([C@@H]2C=C(C(=O)O)O[C@H](OCCCCO)C2)cc1
 : i	0.39
57. Nn1cnnc1N/N=C/c1cc(Br)cc(Br)c1O
 : i	0.04
58. COc1cc(OC)nc(Oc2cccc(Cl)c2C)n1
 : i	-0.2
59. COc1cccc(NC(=O)c2ccncc2)c1
 : i	2
60. CCc1cc(Cn2nc(C(=O)O)cc2-c2ccccc2)on1
 : i	-0.17

(continued)
Value order – CHT block	Kir21 block
61. CCOc1cccc(C2C(C#N)=C(N)Oc3cc(C)n(Cc4ccccn4)c(=O)c32)c1OCC (stereo not given)
 : i	-0.82
62. CCCC(=O)Nc1cc(C)c(NC(=O)c2ccco2)cn1
 : i	-0.78
63. COCCNC(=O)c1c[nH]c2cc(OC)c(OC)cc2c1=O
 : i	0.99
64. Cc1cccc(C)c1NC(=O)CSc1nnc(-c2cnccn2)n1C
 : i	0.01
65. C=CCNC(=O)C1CC2c3ccccc3C1c1ccccc12 (stereo not given)
 : i	-2.2
66. CCN1CCc2nc3ccccc3c(C(=O)Nc3ccc(C#N)cc3)c2C1
 : i	0.05
67. Cc1ccc(-n2c(=O)[nH]c3c(C(N)=O)nc(-c4ccc(C)o4)nc32)cc1
 : i	0
68. COc1ccc(-c2nc(SC(C)C(=O)Nc3ccc(NC(C)=O)cc3)n[nH]2)cc1 (stereo not given)
 : i	1.6
69. CCOC(=O)c1nnn(-c2nc(N(C)C)nc(N(C)C)n2)c1C
 : i	-0.31
70. Cc1c(C#N)c2ccccc2n1CC(=O)NCC1CCCO1 (stereo not given)
 : i	1.2
71. COc1ccc(NC(=S)NC(=O)/C=C/c2cccs2)cc1
 : i	-0.35
72. c1ccc2oc(-c3nn4c(Cn5cnc6ccccc65)nnc4s3)cc2c1
 : i	0.14
73. CC(=O)c1c(C)nn(C(=O)c2cccs2)c1C
 : i	0.28
74. Cc1c(N/C=C(\Cl)C(=O)C(F)(F)F)c(=O)n(-c2ccccc2)n1C
 : i	0.02
75. COc1ccccc1NC(=O)CC(=O)c1ccccc1
 : i	1.9
76. O=S(=O)(c1ccc2ccccc2c1)N1CCN(C(=S)Nc2ccc(F)c(Cl)c2)CC1
 : i	-0.56
77. COc1cc(/C=C2\SC(=Nc3ccc(F)cc3)N(c3ccc(F)cc3)C2=O)ccc1OCC(=O)O
 : i	0.04
78. Cc1cc(C(=O)Nc2ccc(S(=O)(=O)Nc3onc(C)c3C)cc2)c(C)o1
 : i	0.52
79. Cn1c(SCC#N)nc2ccccc2c1=O
 : i	-0.28
80. COC(=O)c1c(NC(=O)CN2CCN(c3ccccc3)CC2)c2c(C)cccc2n1C
 : i	0.07

In a second layout: two of the compounds above.
72: c1ccc2oc(-c3nn4c(Cn5cnc6ccccc65)nnc4s3)cc2c1
  CHT block: i
  Kir21 block: 0.14
68: COc1ccc(-c2nc(SC(C)C(=O)Nc3ccc(NC(C)=O)cc3)n[nH]2)cc1 (stereo not given)
  CHT block: i
  Kir21 block: 1.6

Other structures.
Value order – CHT block	Kir21 block
81. CSc1ccc(/C=N/N2CCN(C)CC2)cc1
 : i	-0.75
82. O=C(NCCc1ccc(Cl)cc1)c1cccs1
 : i	-0.2
83. Cc1cc(C(=O)NCC(c2ccco2)N(C)C)ccc1[N+](=O)[O-] (stereo not given)
 : i	0.88
84. CCOC(=O)C1CCN(C(=O)Nc2ccc(OC)c(OC)c2)CC1
 : i	0.55
85. O=[N+]([O-])c1ccccc1OCC(O)CN1CCN(CC(O)COc2ccccc2[N+](=O)[O-])CC1 (stereo not given)
 : i	-0.43
86. NCCCn1c(C(=O)c2ccc(Cl)cc2)c2ccc([N+](=O)[O-])cc2[n+]1[O-]
 : i	-0.28
87. O=C1COc2ccc(C(=O)COC(=O)Cc3ccc(Cl)cc3)cc2N1
 : i	-0.63
88. CCn1cc(C(=O)N2CCCCC2)c(=O)c2cc(S(=O)(=O)N3CCC(C)CC3)ccc21
 : -6.2*	1.1
89. CC(Sc1nc2c(c(=O)[nH]1)CCCC2)C(=O)Nc1ccc(S(N)(=O)=O)cc1 (stereo not given)
 : i	-0.36
90. C[C@@H](C(=O)NC1CCCC1)N1C(=O)N2CCc3c([nH]c4ccccc34)[C@@]2(C)C1=O
 : i	-0.92
91. Brc1ccccc1/C=N/Nc1nc2ccccc2o1
 : i	0.29
92. COCCN(Cc1ccccc1)C(=O)c1cccc(S(=O)(=O)N2CCN(c3ccc(F)cc3)CC2)c1
 : i	2.5
93. CN1CCc2c(sc3c2C(=O)NC(c2ccco2)N3)C1 (stereo not given)
 : i	-1.4
94. CC(=O)C1=C(O)C(=O)N(CCc2c[nH]c3ccccc23)C1c1ccco1 (stereo not given)
 : i	-0.5
95. COC(=O)COc1ccc(S(=O)(=O)NCc2cccnc2)cc1C
 : i	-1.4
96. CCOc1ccc2[nH]c3c(N4CCN(C(=O)c5ccco5)CC4)ncnc3c2c1
 : i	-0.01
97. N/C(=N\c1nc2ccccc2o1)NC(=O)c1cccc(Br)c1
 : i	0.06
98. Cc1cc(S(=O)(=O)Nc2ccc3c(c2)n(C)c(=O)n3C)ccc1F
 : i	1.1
99. Cc1cc(=O)[nH]c(N2CCN(C(c3ccccc3)c3ccccc3)CC2)n1
 : i	0.09
100. COc1ccc(-c2nc(CS(=O)CC(=O)NCc3ccco3)c(C)o2)cc1OC (stereo not given)
 : i	0.68

The list continues.
Value order – CHT block	Kir21 block
101. Cc1cc(C(F)(F)F)n2ncc(-c3ccccc3)c2n1
 : i	1.5
102. Cn1c(SCC(=O)NC(c2ccccc2)c2ccccc2)nnc1-c1cccs1
 : i	-2.5
103. O=C(O)C1C2C=CC(C2)C1C(=O)OCc1ccccc1 (stereo not given)
 : i	0.44
104. COc1ccc([N+](=O)[O-])cc1NC(=S)NC(C)=O
 : i	-0.05
105. C=CCn1c(C)cc(C2=NNC(=NCC)SC2)c1C
 : i	0.62
106. COc1ccccc1N(C(=O)Cn1nnc(-c2ccc(C)o2)n1)C(C(=O)NC1CCCC1)c1ccncc1 (stereo not given)
 : i	3.4
107. COc1ccc2ccccc2c1CN1CCCC(CO)C1 (stereo not given)
 : i	-0.27
108. CCN(CC)C(=O)COCc1cc(-c2ccc3c(c2)OCO3)on1
 : i	0
109. O=[N+]([O-])c1ccc(NC(=S)N2CCCC2)cc1
 : i	2.3
110. CCCN(c1ccccc1C(=O)O)S(=O)(=O)c1ccc2c(c1)n(C)c(=O)n2C
 : i	-0.03
111. Cc1c(C)c2ccc(OC(C)C(=O)NCc3ccccn3)cc2oc1=O (stereo not given)
 : i	-0.57
112. Cn1nnc(NC(=O)c2cccs2)n1
 : i	0.64
113. Cc1ccc(OCCNC(=O)CCc2nc3sc4c(c3c(=O)[nH]2)CCCC4)cc1
 : i	-2
114. CC(C)(C)C(=O)CN1C(=O)NC2(CCCc3ccccc32)C1=O (stereo not given)
 : i	0.86
115. COc1ccc(NC(=O)CN2CCN(c3ccccc3Cl)CC2)cc1
 : i	-0.54
116. Cc1ccc(O)c(N=Cc2cccs2)c1
 : i	0.09
117. CCCOP(=O)(OCCC)c1c([N+](=O)[O-])cc(C(F)(F)F)cc1[N+](=O)[O-]
 : i	-0.71
118. O=C(NC1(C(F)(F)F)NC(=O)N(Cc2ccco2)C1=O)c1cccnc1 (stereo not given)
 : i	2.2
119. Nn1cnnc1SC1CCCCC1NS(=O)(=O)c1ccccc1 (stereo not given)
 : i	-0.42
120. Cn1c(=O)c2c(ncn2CC(O)CNc2cccc(Cl)c2)n(C)c1=O (stereo not given)
 : i	0.28
